Bioassay records: PubChem BioAssay, several laboratories
SRC2 TRFRET art: flags TR-FRET format artefacts in PPARgamma SRC-2 recruitment agonist screen. TR-FRET artefact counter-screen; stronger effect = higher value. TR-FRET ratio at 8 µM. actives 0.4% (n = 200,000); in the data active = TR-FRET ratio above about 2000; note: inactives centre near 1500
STAT1 inh: inhibitors of IFN-gamma induced STAT1 signaling; NIH 3T3 STAT1-luciferase reporter, luminescence; inhibition, % at 5.5 µM; actives 0.35% (n = 200,000);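 active = inhibition above a set limit, the mean inhibition across all tested compounds plus 3 SD, cut at about 34% in these data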;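 note: 0% = IFN-gamma with DMSO and 100% = IFN-gamma with 300 µM nifuroxazide; values of inactives mirror those of a sister screen read the other way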
STAT3 activator: increases IL-6 driven STAT3 reporter signal. U3A cells, IL-6 STAT3-luciferase reporter, luminescence; 100% = signal with IL-6 EC80 alone. activation (% of control), % at 5.6 µM. actives 0.91% (n = 190,000);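 active = activation above the screen-wide mean of compound activation plus 3 SD, cut at about 130% in these data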;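 note: 0% = background luminescence of wells with medium and substrate only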
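Test system: Human STAT1-deficient U3A cells with stable STAT3-luciferase reporter | Also added: Interleukin-6, 33 ng/mL | Timing: Compound pre-incubation 1 h before IL-6, then 6 h stimulation at 37 °C | Technique: Luciferase reporter luminescence | Read-out: Percent of IL-6-only median luminescence | Benchmarks: IL-6-only wells as 100% reference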
TNAP act hiacc: increases human TNAP activity under high phosphate acceptor concentration | P05186 | purified TNAP, CDP-star luminescence, 1 M DEA, 30 min; stronger effect = higher value; 0 = EDTA background, 1 = DMSO-only activity | activation factor at 20 µM | 200,000 tested, under 10 active | AID 1136;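 active = activation factor at least 2 at 20 µM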
Target sequence (P05186 whole entry, looked up): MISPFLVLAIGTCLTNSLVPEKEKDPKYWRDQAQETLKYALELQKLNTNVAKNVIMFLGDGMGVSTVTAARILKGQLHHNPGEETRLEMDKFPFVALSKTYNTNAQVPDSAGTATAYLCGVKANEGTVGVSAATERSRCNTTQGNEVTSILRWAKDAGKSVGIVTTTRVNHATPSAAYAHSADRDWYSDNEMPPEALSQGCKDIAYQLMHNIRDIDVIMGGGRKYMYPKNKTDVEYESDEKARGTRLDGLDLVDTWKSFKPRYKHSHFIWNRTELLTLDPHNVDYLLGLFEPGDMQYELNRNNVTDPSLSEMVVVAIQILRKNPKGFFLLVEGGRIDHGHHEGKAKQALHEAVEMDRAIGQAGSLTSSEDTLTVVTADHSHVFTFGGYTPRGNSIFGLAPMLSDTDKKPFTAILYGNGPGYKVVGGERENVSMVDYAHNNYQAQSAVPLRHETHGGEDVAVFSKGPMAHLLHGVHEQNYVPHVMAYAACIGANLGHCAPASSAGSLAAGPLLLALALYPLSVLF
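Assay system: human TNAP; Input: enzyme diluted 1/800 final; Reagent: CDP-star luminogenic substrate at 100 µM final; Timing: 30 min, room temperature; Signal: luminescence; Evaluation: TNAP activation factor scaled between EDTA and DMSO control wells.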
PPARg SRC-3 ag: promotes SRC-3 coactivator recruitment by human PPARgamma; AID 731; P37231; biochemical PPARgamma/SRC-3 coactivator recruitment assay; actives 0.26% (n = 200,000); activation, % at 8 µM; in the data active = activation above about 23%;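 note: 0% = DMSO and 100% = reference agonist; some compounds past the cut are filed as inactive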
STAT3 blocker: STAT3 signaling inhibition. actives 0.89% (n = 190,000). AID 862. U3A cells, IL-6 STAT3-luciferase reporter, luminescence; host cell line lacks STAT1. inhibition, % at 5.5 µM;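 active = inhibition above the mean inhibition across all screened compounds plus 3 SD, cut at about 44% in these data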;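 note: 0% = DMSO only wells and 100% = 100 µM nifuroxazide control wells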
PPARg SRC2 recr: promotes SRC-2 coactivator recruitment by human PPARgamma; P37231; PPARgamma LBD-SRC-2 recruitment, biochemical; activation, % at 8 µM; actives 0.34% (n = 200,000); in the data active = activation above about 22%;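 note: 0% = vehicle and 100% = reference agonist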
ROMK mod: modulates human ROMK potassium channel activity; P48048; Tet-inducible ROMK, thallium flux fluorescence; actives lie on both sides; B-score at 10 µM; actives 2% (n = 130,000);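 active = signal ratio slope over the read window, or its plate-corrected B-score, at least 3 SD from the plate mean, either direction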;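 note: B-score of the F/F0 ratio slope over 7 to 12 s after thallium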
Target sequence (P48048 whole entry, looked up): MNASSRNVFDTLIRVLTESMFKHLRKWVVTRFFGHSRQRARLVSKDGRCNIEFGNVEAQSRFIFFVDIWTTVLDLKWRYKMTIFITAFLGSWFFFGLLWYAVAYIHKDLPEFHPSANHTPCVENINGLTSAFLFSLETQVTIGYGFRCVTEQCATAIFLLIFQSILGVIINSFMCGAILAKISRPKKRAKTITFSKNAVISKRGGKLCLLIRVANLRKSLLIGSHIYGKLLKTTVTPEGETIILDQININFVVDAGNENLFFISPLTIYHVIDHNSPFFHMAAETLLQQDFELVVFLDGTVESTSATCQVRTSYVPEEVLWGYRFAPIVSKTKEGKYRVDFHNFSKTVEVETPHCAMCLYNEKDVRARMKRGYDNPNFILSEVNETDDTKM
bIAP activator: increases bovine intestinal alkaline phosphatase activity. purified bovine IAP, CDP-star luminescence, 30 min; stronger effect = higher value; fold of DMSO-control signal, blank-subtracted. activation factor at 20 µM. actives 0.17% (n = 200,000). AID 1016;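 active = activation factor of 2 or more at 20 µM, a signal rise over negative controls twice the positive control's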
PPARg SRC1 recr: PPARgamma-driven SRC-1 recruitment agonism; P37231; PPARgamma-SRC-1 coactivator recruitment biochemical assay; activation, % at 8 µM; actives 0.41% (n = 200,000); AID 631; in the data active = activation above about 19%;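 note: 0% = DMSO and 100% = reference agonist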
bIAP inh: blocks bovine intestinal alkaline phosphatase activity. purified bovine IAP, CDP-star luminescence, 30 min. inhibition, % at 20 µM. 190,000 tested, under 10 active. AID 1019;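 active = over 50% inhibition of intestinal alkaline phosphatase at 20 µM in the single-dose screen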
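System: Purified bovine intestinal alkaline phosphatase (IAP) enzyme | Input: IAP diluted 1/65,000,000 in the well | Also added: CDP-star chemiluminescent phosphatase substrate, 30 µM final | Dosing: 20 µM single dose | Times: Enzyme reaction for 30 min at room temperature | Detection: Luminescence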
Starred values were filed as active, the others as inactive; . = not tested or not shown.

The line under a structure holds: SRC2 TRFRET art, STAT1 inh, STAT3 activator, TNAP act hiacc, PPARg SRC-3 ag, STAT3 blocker, PPARg SRC2 recr, ROMK mod, bIAP activator, PPARg SRC1 recr, bIAP inh
[1] CN(C)CCNC(=S)Nc1ccc(F)c(F)c1F
 : 1417, -9, 106, 1.1, -2, 3, 1, 0.19, 1, -2, 1
[2] COC(=O)C1C(O)=C(C=Nc2ccccc2)C(=O)CC1(C)C (centres undefined)
 : 1334, -10, 107, 1, -3, -3, -5, ., 1.1, 3, -7
[3] CCOc1ccc(S(=O)(=O)N(CC(=O)NC2CCCCC2C)Cc2ccco2)cc1 (centres undefined)
 : 1709, -4, 103, 1, 8, -1, 4, ., 1, 5, -1
[4] O=C(NCc1cccs1)C1CCCN1S(=O)(=O)c1ccccc1F (centres undefined)
 : 1670, 1, 100, 1, -10, 6, -1, -0.26, 1, 4, 0
[5] O=C(O)C1NCCc2ccccc21 (centres undefined)
 : 1731, 1, 105, 1.1, 8, -2, 4, ., 1, 2, 4
[6] Cc1cc(C)cc(C(=O)OCC(=O)NCc2cccs2)c1
 : 1468, -2, 109, 1, 1, -1, 6, 0.77, 0.9, -3, 10
[7] O=C(c1cccc(NS(=O)(=O)c2cccc([N+](=O)[O-])c2)c1)N1CCOCC1
 : 1697, 0, 107, 1, 5, 2, 0, 0.44, 1.2, -3, -19
[8] O=c1cc(-c2ccc([N+](=O)[O-])cc2)nc2cc(-c3ccc(F)cc3)[nH]n12
 : 1657, 7, 103, 0.9, 8, -8, 2, ., 1, 6, 0
[9] CCOC(=O)C1=C(CC)NC2=C(C(=O)CCC2)C1c1ccc(OC)c(OC)c1 (centres undefined)
 : 1641, 3, 103, 1.1, -7, -2, 7, ., 1.1, -8, -6
[10] CCOc1ccccc1N(C(=O)c1ccccc1Cl)C1=NC(C)(C)CS1
 : 1540, 8, 99, 1, 1, 1, 4, ., 1.1, -2, -10
[11] Cn1nc(C(=O)N2CCc3ccccc3C2)c2ccccc2c1=O
 : 1294, -2, 107, 1.1, -4, -2, 0, 0.033, 0.8, 1, 25
[12] CCOC(=O)CSc1nc2c(sc(=S)n2-c2ccccc2OC)c(=O)n1Cc1ccco1
 : 1697, -2, 101, 1, -1, 3, -1, ., 1, 8, 2
[13] CC1=C(C(=O)Nc2nc3ccccc3s2)C(c2ccco2)C(C#N)=C(SCC(=O)NC2CCCCC2)N1 (centres undefined)
 : 1584, 2, 112, 1.1, 6, -13, 4, 0.046, 1, -5, 1
[14] O=C(c1ccc2c(c1)OCO2)N1CCCN(C(=O)c2ccc3c(c2)OCO3)CC1
 : 1469, 4, 97, 1, -2, 8, -1, ., 0.9, 4, 5
[15] Cn1cc(S(=O)(=O)N2CCN(c3ccccc3F)CC2)c(=O)n(C)c1=O
 : 1424, -2, 89, 1, -5, 21, 0, ., 0.9, 1, 5
[16] O=[N+]([O-])c1ccccc1C1Nc2cccc3cccc(c23)N1
 : 1436, 11, 138*, 0.9, -2, -33, 3, ., 1.1, 4, -5
[17] O=C(CN(c1ccccc1)S(=O)(=O)c1ccccc1)N/N=C/c1ccco1
 : 1717, -2, 106, 1, -2, -10, 2, 0.84, 0.9, 5, 7
[18] CCC1=NN2C(=N)/C(=C\c3cccn3-c3cccc(Cl)c3)C(=O)N=C2S1
 : 1702, 16, 98, 1, 28*, 7, 6, 1.9, 1.1, 12, -11
[19] O=C(Nc1cnn(C23CC4CC(CC(C4)C2)C3)c1)c1cc(-c2ccccc2)on1
 : 1542, -6, 87, 1, 2, 20, 7, 0.44, 0.9, 5, 13
[20] COCCNC(=O)C(c1ccc(F)cc1)N(CC1CCCO1)C(=O)CCC(=O)Nc1ccccn1 (centres undefined)
 : 1498, -2, 102, 1.1, -4, 7, 1, ., 1, 3, -2
[21] O=S(=O)(c1ccc(Cl)cc1)N1CCC(O)(c2cccnc2)CC1
 : 1759, 3, 103, 1, 0, -3, 4, 1.2, 1, 3, -3
[22] COc1ccc(C2CC(=O)c3sc(N)nc3C2)cc1 (centres undefined)
 : 1543, -8, 106, 1, -2, -2, -1, 0.021, 0.9, 8, 6
[23] CCc1ccc2[nH]c(=O)c(CN(CCN(C)C)C(=S)NCc3ccco3)cc2c1
 : 1541, -7, 102, 1, 1, -1, -2, -1.8, 1.1, -1, -6
[24] O=C(NCc1ccco1)C1Cc2ccccc2CN1C(=O)c1ccco1 (centres undefined)
 : 1818, 4, 95, 1.1, 5, 8, 1, ., 1, 0, -3
[25] C=CCn1c(COc2ccccc2)nnc1SCC(=O)C(C)(C)C
 : 1574, -3, 99, 1, 1, 4, 1, 1.5, 0.9, 2, 5
[26] CCCCCC(=O)Nc1ccc2oc(-c3cncc(Br)c3)nc2c1
 : 1377, -10, 101, 1, 1, 5, -2, ., 0.8, 5, 24
[27] O=[N+]([O-])c1nn(-c2ccc3c(c2)OCCO3)n(O)c1=NC1CCCCC1
 : 1465, -11, 109, 1, -12, -3, 1, 0.086, 0.9, 2, 15
[28] COc1ccc(/C=N/NC(=O)c2cccc([N+](=O)[O-])c2)cc1OC(=O)c1ccc(C)cc1
 : 1371, 0, 107, 1, 5, -4, 1, 0.077, 1, -5, -4
[29] Clc1ccc(-c2nnc3sc(Cc4cccs4)nn23)cc1
 : 1489, -5, 121, 1, -2, -18, 3, 0.68, 0.9, 5, 10
[30] NC(N)=N/N=C/c1ccc(OS(=O)(=O)c2ccccc2)cc1
 : 1573, -2, 98, 1, -2, 9, 6, -0.51, 0.9, -10, 6
[31] O=C(O)CCCN1C(=O)c2ccc(C(=O)c3cccc([N+](=O)[O-])c3)cc2C1=O
 : 1445, -1, 99, 1, -4, 7, 1, 0.23, 1.1, -1, -12
[32] CCOc1ccc(Cl)cc1S(=O)(=O)N1CCN(c2ccc(C)c(C)c2)CC1
 : 1500, -1, 106, 1.1, -7, 1, 5, -0.71, 0.8, 2, 18
[33] C=Cn1c(N2CCOCC2)nc2c1c(=O)[nH]c(=O)n2C
 : 1592, 8, 97, 1, 8, 7, 7, ., 0.9, 2, 14
[34] C#CCSc1nc(N)c2c(n1)OC(N)=C(C#N)C2c1cccnc1 (centres undefined)
 : 1540, 10, 85, 1, 0, 22, 4, -0.097, 1, -2, 4
[35] CCCN1CCN(c2nc3c([nH]2)c(=N)ncn3CC(O)CO)CC1 (centres undefined)
 : 1518, 6, 101, 1, 2, -1, 8, ., 1, 7, -3
[36] CN=C1SC(CC(=O)Nc2ccccc2F)C(=O)N1/N=C/c1ccc(O)c(OC)c1 (centres undefined)
 : 1568, -15, 105, 1.1, 4, -1, 5, -0.0087, 1.1, -1, -12
[37] Cc1nn(-c2ccccc2)c(N)c1N=Nc1ccc(Cl)cc1
 : 1467, -61, 93, 1, -3, 11, -5, ., 0.9, 0, 6
[38] CN(C(=O)C1CCOC1)c1nnc(-c2ccccn2)s1 (centres undefined)
 : 1706, -34, 87, 1.1, 13, 19, -3, ., 1, 5, 3
[39] CCOC(=O)c1c(CN2CCCCC2)n(C)c2ccc(OC)c(S(=O)(=O)c3ccccc3)c12
 : 1764, 10, 101, 1, 4, 4, 5, ., 1, -1, -5
[40] COc1ccc(NC(=O)c2cccc(NC(=O)C(C)C)c2)c([N+](=O)[O-])c1
 : 1615, -2, 99, 0.9, -2, -4, 6, ., 0.8, 4, 16
[41] CCOC(=O)c1cnn(-c2ccc(F)cc2)c1N
 : 1577, -19, 100, 1.1, 0, 5, -9, 0.42, 1.3, 1, -34
[42] CCOCCCNS(=O)(=O)c1ccc(NC(=O)C2CC(=O)N(c3ccc(C)cc3)C2)cc1 (centres undefined)
 : 1767, 2, 101, 1.1, -2, 6, -1, -0.039, 1.1, 1, -12
[43] CCOC(=O)c1cn(CC2CC2)c2cc(F)c(F)cc2c1=O
 : 1457, 5, 100, 1, -5, 5, -5, 0.32, 1.2, -6, -24
[44] Clc1cccc(Cl)c1COc1ccccc1CNn1cnnc1
 : 1488, 2, 126, 1, 4, -15, -2, -0.048, 1.1, -1, -6
[45] Cc1cccn2cc(-c3cc4ccccc4oc3=O)nc12
 : 1561, -43, 73, 1.1, 1, 37, 3, 0.84, 1.1, 4, -14

Arranged by formula weight (rising): part of the list above.
The line under a structure holds: SRC2 TRFRET art, STAT1 inh, STAT3 activator, TNAP act hiacc, PPARg SRC-3 ag, STAT3 blocker, PPARg SRC2 recr, ROMK mod, bIAP activator, PPARg SRC1 recr, bIAP inh
[41] CCOC(=O)c1cnn(-c2ccc(F)cc2)c1N
 : 1577, -19, 100, 1.1, 0, 5, -9, 0.42, 1.3, 1, -34
[33] C=Cn1c(N2CCOCC2)nc2c1c(=O)[nH]c(=O)n2C
 : 1592, 8, 97, 1, 8, 7, 7, ., 0.9, 2, 14
[35] CCCN1CCN(c2nc3c([nH]2)c(=N)ncn3CC(O)CO)CC1 (centres undefined)
 : 1518, 6, 101, 1, 2, -1, 8, ., 1, 7, -3
[34] C#CCSc1nc(N)c2c(n1)OC(N)=C(C#N)C2c1cccnc1 (centres undefined)
 : 1540, 10, 85, 1, 0, 22, 4, -0.097, 1, -2, 4
[40] COc1ccc(NC(=O)c2cccc(NC(=O)C(C)C)c2)c([N+](=O)[O-])c1
 : 1615, -2, 99, 0.9, -2, -4, 6, ., 0.8, 4, 16
[31] O=C(O)CCCN1C(=O)c2ccc(C(=O)c3cccc([N+](=O)[O-])c3)cc2C1=O
 : 1445, -1, 99, 1, -4, 7, 1, 0.23, 1.1, -1, -12
[36] CN=C1SC(CC(=O)Nc2ccccc2F)C(=O)N1/N=C/c1ccc(O)c(OC)c1 (centres undefined)
 : 1568, -15, 105, 1.1, 4, -1, 5, -0.0087, 1.1, -1, -12
